From PubChem BioAssay
Salmonella PhoP GFP – Inhibition of PhoP regulon, Salmonella typhi GFP reporter cells, confirmation, 4 h (AID 1850); actives 0.33% (n = 310,000); inhibition, % at 50 µM, or IC50 in µM where a hit was titrated; Salmonella Typhi PhoP-promoter GFP reporter, fluorescence, 4 h; higher % means a stronger effect; in the data active = a potency from the dose series; inconclusive = inhibition mostly from about 25% at the one dose, without a potency; inactive = the rest, 99 in 100 with inhibition below about 19%;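 also: 0% = induced wells with vehicle and 100% = uninduced wells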
M. tuberculosis – growth inhibition of non-replicating M. tuberculosis (AID 488890) | Mycobacterium tuberculosis non-replicating, growth inhibition; higher % means a stronger effect | actives 0.39% (n = 320,000) | one-dose inhibition, % at 25 µM; IC50 in µM for titrated hits; in the data active = a potency from the dose series; inconclusive = inhibition mostly from about 82% at the one dose, without a potency; inactive = the rest, 99 in 100 with inhibition below about 76%;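 also: plate controls were DMSO cells for no effect and high antibiotic wells for full effect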
H1N1 NS1A inhibition – NS1A inhibition, H1N1 influenza, cell based functional assay (AID 504329). inhibition, % at 12.5 µM, or IC50 in µM where a hit was titrated. NS1A functional cell-based assay, percent inhibition; higher % means a stronger effect. actives 0.3% (n = 340,000); in the data active = a potency from the dose series; inconclusive = inhibition above about 27% without an active follow-up result; also: strong numbers were not always called active
inhibitors of VEEV – inhibitors of VEEV TC-83 cytopathic effect, confirmation, Vero cells (AID 588727). Vero cells, VEEV TC-83 cytopathic effect inhibition; higher % means a stronger effect. inhibition, % at 20 µM, or IC50 in µM where a hit was titrated. actives 0.13% (n = 350,000); in the data active = a potency from the dose series; inconclusive = inhibition mostly from about 14% at the one dose, without a potency; inactive = the rest, 99 in 100 with inhibition below about 12%; also: strong numbers were not always called active
H37Rv inhibition – M. tuberculosis growth inhibition, HTS (AID 449762) | M. tuberculosis H37Rv growth inhibition, 7H9 media; higher % means a stronger effect | inhibition, % at 25 µM; hits with a dose series show IC50 in µM | actives 0.59% (n = 330,000); in the data active = a potency from the dose series; inconclusive = inhibition above about 70% without an active follow-up result;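 also: bacterial growth assessed after seven days of incubation; strong numbers were not always called active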
inhibitors of VEEV 10K pilot screen – second read-out of inhibitors of VEEV, no call of its own (marks repeat the call); inhibition, %; measured here: 10K pilot screen inhibition
The depositor's hits bear a star; i = inactive; ? = inconclusive; · = not tested or not shown.

SMILES | Salmonella PhoP GFP | M. tuberculosis | H1N1 NS1A inhibition | inhibitors of VEEV | H37Rv inhibition | others
CC(=O)N1CCN(CC(O)COc2ccc(S(=O)(=O)N3CCOCC3)cc2)CC1 (centres undefined) | · | -18% | -1% | 0.3% | 5%
C=CCN1C(=O)c2ccc(C(=O)NCCOc3ccccc3F)cc2C1=O | 6% | -15% | -8% | 1.6% | -9%
Cc1cc(Cl)ccc1OCC(=O)NNC(=O)c1ccc(=O)[nH]c1 | · | -7% | -24% | i | 5%
O=C(NNC1=NC2(CCCC2)Cc2ccccc21)c1ccncc1 | -12% | 2% | -6% | i | 2%
CSc1nc2c(c(=O)n1C)SC(C)C2 (centres undefined) | -8% | -13% | -9% | 2.0% | -5%
O=C(CSc1nc(=O)n(CCCN2CCOCC2)c2c1CCCC2)Nc1cccc(Cl)c1 | 8% | 7% | -2% | 8.0% | -2%
O=C(O)COc1ccc(Br)cc1C(c1c(C(=O)O)[nH]c2ccccc12)c1c(C(=O)O)[nH]c2ccccc12 | -9% | 10% | 0% | 0.8% | -3%
Nc1ccccc1C(=O)NCc1ccc(F)cc1 | -4% | -6% | 7% | 0.6% | 6%
C=CCN(CC(O)c1cccc([N+](=O)[O-])c1)C(C)CCc1ccccc1 (centres undefined) | 15% | 13% | -10% | 0.3% | 11%
NNC(=O)c1csc(-c2cccc(C(F)(F)F)c2)n1 | -2% | 13% | -6% | 2.8% | ?
CC(C)(C)NC(=O)COc1ccc(CNn2nnnc2N)cc1 | 1% | -4% | 0% | 1.2% | -3%
O=C(Nc1ccc(S(=O)(=O)N2CCOCC2)cc1)c1ccc(F)cc1 | -8% | 5% | -1% | i | -5%
CSc1nn2c(C(F)(F)F)cc(C(F)(F)F)nc2c1C(N)=O | 2% | -3% | -14% | i | 6%
Cc1cccc(C)c1N=C1C(=O)Nc2ccccc21 | -7% | -18% | -4% | 1.2% | -1%
Cc1noc(C)c1S(=O)(=O)Nc1cc(C(F)(F)F)ccc1N1CCOCC1 | 8% | 33% | -1% | 3.5% | -1%
CCOC(=O)C1C(C(=O)Nc2cccc(C(F)(F)F)c2)C1C(=O)NC(C)C (centres undefined) | -7% | 0% | -4% | 2.3% | -4%
COc1ccc(OC)c(N/C(C)=C/C(=O)c2ccncc2)c1 | -7% | 0% | -4% | 0.9% | -2%
Cn1c2ccccc2c(=O)c2c(=O)n(Cc3ccco3)c(-c3ccc(C(C)(C)C)cc3)nc21 | -2% | 25% | · | · | ?
COc1ccccc1S(=O)Cc1ccc(C(=O)NCCc2ccc(Cl)cc2)o1 (centres undefined) | 11% | · | 1% | 9.8% | 0%
CCC(CC)c1nnc(NC(=O)C2COc3ccccc3O2)s1 (centres undefined) | -5% | 5% | 6% | 1.9% | -1%
COc1cc(N)ccc1Cc1ccc(N)cc1OC | -5% | 29% | 9% | i | 8%
CCS(=O)(=O)NCc1ccc2[nH]c3c(c2c1)CCCC3 | -18% | 17% | · | · | 11%
Fc1cccc(Cl)c1COc1ccc(-c2nnco2)cc1 | -3% | 21% | -5% | 4.4% | 13%
Cc1ccc(NC(=O)c2ccccc2F)nc1 | 5% | -1% | -3% | i | -3%
COc1ccc(-n2c(=O)c3ccccc3n(Cc3ccccc3F)c2=O)cc1OC | 7% | -2% | 11% | i | 1%
O=C(CN1CCN(c2cccc(C(F)(F)F)c2)CC1)Nc1cccc(C(F)(F)F)c1 | 16% | 50% | 2% | i | 4%
CC(C)COc1ccc(Cc2c(O)[nH]c(=S)[nH]c2=O)cc1 | 11% | 7% | -6% | i | -10%
Cc1cc(OC(C)C(=O)NCCCn2ccnc2)c2c(C)c(C)c(=O)oc2c1 (centres undefined) | -1% | 22% | -6% | 0.7% | 5%
COC(=O)c1c(C)[nH]c(C(=O)N2CCN(c3ccc(OC)cc3)CC2)c1C | 2% | 12% | · | · | 11%
Cc1noc(NS(=O)(=O)c2ccc(N/C=C\C(=O)c3ccccc3)cc2)c1C | 6% | 49% | -5% | 0.9% | 24%

Quoted at random: 7 records from the list
SMILES | Salmonella PhoP GFP | M. tuberculosis | H1N1 NS1A inhibition | inhibitors of VEEV | H37Rv inhibition | others
CC(C)COc1ccc(Cc2c(O)[nH]c(=S)[nH]c2=O)cc1 | 11% | 7% | -6% | i | -10%
Cc1ccc(NC(=O)c2ccccc2F)nc1 | 5% | -1% | -3% | i | -3%
COc1ccc(-n2c(=O)c3ccccc3n(Cc3ccccc3F)c2=O)cc1OC | 7% | -2% | 11% | i | 1%
Cc1noc(NS(=O)(=O)c2ccc(N/C=C\C(=O)c3ccccc3)cc2)c1C | 6% | 49% | -5% | 0.9% | 24%
COc1ccc(OC)c(N/C(C)=C/C(=O)c2ccncc2)c1 | -7% | 0% | -4% | 0.9% | -2%
COc1ccccc1S(=O)Cc1ccc(C(=O)NCCc2ccc(Cl)cc2)o1 (centres undefined) | 11% | · | 1% | 9.8% | 0%
Cc1cc(OC(C)C(=O)NCCCn2ccnc2)c2c(C)c(C)c(=O)oc2c1 (centres undefined) | -1% | 22% | -6% | 0.7% | 5%

Continued.
SMILES | Salmonella PhoP GFP | M. tuberculosis | H1N1 NS1A inhibition | inhibitors of VEEV | H37Rv inhibition | others
CN(C(=S)Nc1ccccc1F)C1(c2ccccc2Cl)CCCCC1=O (centres undefined) | -8% | · | -6% | i | ·
O=C(COC(=O)c1cccs1)NCCCc1ccccc1 | -26% | 74% | 6% | 0.4% | 1%
COc1ccc(-c2nc(C#N)c(N3CCC(C(N)=O)CC3)o2)cc1 | -6% | -14% | -3% | 1.5% | 8%
O=C(CCCNS(=O)(=O)c1cccc2nsnc12)N1CCCCC1 | 3% | -3% | 8% | 0.6% | 1%
CC(C)C[C@H]1CNC(=O)C(=O)N1C[C@H](C)NC(=O)Cc1ccccc1 | 2% | -3% | 4% | 1.3% | -3%
FC(F)(F)c1cnc2c(c1)[nH]c(=S)n2-c1ccc(Cl)cc1 | -5% | -17% | -16% | 2.6% | 7%
Cc1cc(Cl)ccc1NC(=O)COC(=O)c1cc([N+](=O)[O-])ccc1N1CCOCC1 | -2% | 30% | -4% | 4.5% | -1%
O=C(COC(=O)c1ccco1)Nc1cccc(S(=O)(=O)N2CCCCC2)c1 | · | 17% | 3% | 0.3% | 2%
CCN(C(=O)CSc1nnc(Cn2nnc3ccccc32)o1)c1nc(-c2ccccc2)cs1 | 9% | 34% | 5% | 2.9% | -3%
COc1ccc(NC(=O)CN(C)C(=O)c2ccccc2SCC(=O)N2CCCC2)cc1 | 3% | 0% | 9% | 1.1% | 1%
COc1cccc(Oc2coc3cc(OC(=O)N(C)C)ccc3c2=O)c1 | -1% | 17% | 4% | 1.6% | 6%
Cc1ccc2[nH]c(=O)c(NC(N)=S)nc2c1 | -4% | 24% | -4% | i | -13%
CCCCN1CC[C@H]2C=CC[C@@H](C(=O)N3CCOCC3)[C@H]2C1=O | -8% | -8% | 10% | i | 4%
O=C(Cc1cccs1)Nc1nnc(Cc2ccccc2)s1 | -5% | 15% | -13% | 6.4% | 1%
CN(Cc1cccc(F)c1)C(=O)c1ccc(NS(=O)(=O)c2ccc3[nH]c(=O)[nH]c3c2)cc1 | 4% | 8% | 12% | 4.7% | 4%
CCOC(=O)N1CCC(N2C(=O)c3ccccc3C2Nc2cc(OC)c(OC)c(OC)c2)CC1 (centres undefined) | 1% | 24% | 4% | 9.0% | -6%
COc1cc(OC)c(C(=O)OCC(=O)Nc2cccc(S(=O)(=O)NC3=NCCCCC3)c2)cc1OC | · | · | -8% | 5.5% | ·
O=C(O)C1C2CCC(O2)C1C(=O)Nc1ccc(F)c(F)c1 (centres undefined) | -4% | -17% | -8% | 0.9% | 5%
O=C(CSc1nnc(-c2ccccc2)o1)OCc1ccccc1 | 1% | ? | 1% | i | 40% | inhibitors of VEEV 10K pilot screen=0.6
Cc1c(F)cccc1NS(=O)(=O)c1ccc2c(c1)c(C)cc(=O)n2C | -2% | -7% | -3% | 0.1% | -5%
CCOC(=O)CSCC(=O)N1CCC(Cc2ccccc2)CC1 | 12% | ? | -6% | i | 5.3µM*
CCCCN1CC2=C(C1=O)C(c1ccc(O)cc1)NC(=O)N2C (centres undefined) | -3% | -1% | -7% | i | -4%
COc1ccc(-n2c(O)c(/C(C)=N/Nc3ccccc3)c(=O)[nH]c2=O)cc1 | 1% | ? | 13% | 0.1% | ?
Cc1ccc([C@@H]2CC=C(C(=O)O)[C@H](c3cccc(Cl)c3)N2S(=O)(=O)c2ccccc2C)cc1 | · | 55% | 4% | 0.6% | -2%
NC(=O)c1c(NC(=O)c2cccs2)sc2c1CCCCCC2 | -12% | 37% | -6% | 3.5% | 3%
Cc1cc(C(=O)CSc2nnc(-c3ccc4c(c3)OCO4)o2)c(C)n1-c1ccc(F)cc1 | -3% | 4% | -2% | 0.2% | 7%
CC(C)(C)c1cnnn1-c1cccc([N+](=O)[O-])c1 | 2% | -7% | · | 6.0% | -1%
CCS(=O)(=O)N1CCC(NC(=O)C2CCCCC2)CC1 | -4% | · | 13% | 0.1% | 2%
CC(NC(=O)COC(=O)Cc1ccccc1[N+](=O)[O-])c1ccccc1 (centres undefined) | 5% | -18% | 2% | 0.7% | 9%
CC(C)c1cccc(C(C)C)c1NC(=O)CCN1C(=O)NC2(CCCC2)C1=O | · | 16% | -4% | 1.4% | -1%
O=[N+]([O-])c1c(NCCCO)cc(N2CCCCCC2)c2nonc12 | -7% | 2% | 22% | 1.8% | -5%
COc1ccc2oc(=N)c(C(=O)Nc3ccccc3Cl)cc2c1 | -5% | -10% | -8% | 1.1% | 1%
Cc1c(C)c2ccc(OCC(=O)N3CCC(C(=O)O)(c4ccccc4)CC3)c(C)c2oc1=O | 3% | -2% | -13% | 0.8% | -2%
CN(CC(=O)Nc1ccc(C(N)=O)cc1)CC(=O)Nc1ccccc1Br | 2% | -28% | -8% | i | 0%
Cc1cc(-c2nnc(SCC(=O)Nc3cccc(C)c3C)n2N)n[nH]1 | 11% | 11% | -8% | 0.5% | 8%
O=C(CSC1CN(C(c2ccccc2)c2ccccc2)C1)N/N=C/c1ccc(Cl)cc1Cl | -8% | 15% | 0% | 83% | 9%
CN(C)CCCNC(=O)C[C@H]1C[C@H](C(=O)N2CCCCC2)[C@@]2(CCc3ccccc3)c3[nH]c4cc(CCC(=O)N(C)C)ccc4c3CCN2C1=O | · | · | 3% | i | ·
CN(CC1CCCN(CCc2ccc(Cl)cc2)C1)C(=O)c1ccoc1 (centres undefined) | -9% | 16% | -10% | 2.0% | -7%
CCOC(=O)CNC(=O)CSc1nnc(-c2ccco2)n1Cc1ccco1 | 7% | -7% | 0% | i | -8% | inhibitors of VEEV 10K pilot screen=0.5
CCC(=Nc1ccccc1N)c1c(O)[nH]c(=O)[nH]c1=O | 3% | -6% | -3% | 0.5% | 0%
CCOC(=O)c1c(NC(=O)CN2C(=O)N(C)C3(CCCCC3)C2=O)sc(C(=O)N(C)C)c1C | · | · | -12% | 6.8% | ·
CC1CC(C)CN(Cc2nc3c(c(=O)n(C)c(=O)n3C)n2CCN2CCOCC2)C1 (centres undefined) | 21% | -23% | 3% | 1.9% | -6%
COc1ccc(C(=O)C2CCCN(Cc3ccc4nonc4c3)C2)c(C)c1 (centres undefined) | -5% | 32% | -2% | 0.4% | 14%
O=C1CC(SC(=Nc2ccccc2)Nc2ccccc2)C(=O)N1c1cccc2ccccc12 (centres undefined) | -3% | 2% | -5% | 4.7% | 6%

Of the compounds above, 5 contain a furan ring, fused or not:
SMILES | Salmonella PhoP GFP | M. tuberculosis | H1N1 NS1A inhibition | inhibitors of VEEV | H37Rv inhibition | others
Cn1c2ccccc2c(=O)c2c(=O)n(Cc3ccco3)c(-c3ccc(C(C)(C)C)cc3)nc21 | -2% | 25% | · | · | ?
COc1ccccc1S(=O)Cc1ccc(C(=O)NCCc2ccc(Cl)cc2)o1 (centres undefined) | 11% | · | 1% | 9.8% | 0%
O=C(COC(=O)c1ccco1)Nc1cccc(S(=O)(=O)N2CCCCC2)c1 | · | 17% | 3% | 0.3% | 2%
CN(CC1CCCN(CCc2ccc(Cl)cc2)C1)C(=O)c1ccoc1 (centres undefined) | -9% | 16% | -10% | 2.0% | -7%
CCOC(=O)CNC(=O)CSc1nnc(-c2ccco2)n1Cc1ccco1 | 7% | -7% | 0% | i | -8% | inhibitors of VEEV 10K pilot screen=0.5
